VP16 counter – Gal4-VP16 reporter inhibition counter-screen | Drosophila S2 Gal4-VP16 UAS-luciferase, luminescence, 20 h | Potency, µM (top dose mostly 53.6 µM), for inactives: at the highest dose activity, negative = inhibition, hits mostly inhibitors | 3.5% of 310,000 active;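 also: Gal4-VP16 expression switched on by copper sulfate through the metallothionein promoter; % is scaled to controls: 0 for no effect and ±100 for the full control effect; nearly all actives have a fitted effect of over 50% in size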
BRCA1 expr up – activators of BRCA1 expression. MCF7-BRCA1-FFLuc reporter, luminescence, 48 h; response scale: scaled: vehicle 0%, 10 µM genistein 100%. Potency, µM (series often up to 46.1 µM), without a hit: at the highest dose activation, most hits filed as activators. 1.1% of 380,000 active; also: nearly all actives have a fitted effect of over 80% in size; some results filed as inactive show a strong effect at the top dose
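First, MCF7-BRCA1-FFLuc cells (2000/well) attach for 2 h; next, compounds are pin-added and incubated 48 h at 37 °C; finally, luciferase reagent is added and luminescence read after 15 min.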
RORg inh – inhibitors of mouse ROR gamma transcriptional activity; P51450; Drosophila S2 Gal4-RORgamma UAS-luciferase reporter, 20 h; Potency, µM (series often up to 53.6 µM), for inactives: at the highest dose activity change, negative = inhibition, most hits filed as inhibitors; 5.4% of 310,000 active; also: % is scaled to controls: 0 for no effect and ±100 for the full control effect; nearly all actives have a fitted effect of over 60% in size
Target sequence (P51450 whole entry, looked up, the tested form may be a part): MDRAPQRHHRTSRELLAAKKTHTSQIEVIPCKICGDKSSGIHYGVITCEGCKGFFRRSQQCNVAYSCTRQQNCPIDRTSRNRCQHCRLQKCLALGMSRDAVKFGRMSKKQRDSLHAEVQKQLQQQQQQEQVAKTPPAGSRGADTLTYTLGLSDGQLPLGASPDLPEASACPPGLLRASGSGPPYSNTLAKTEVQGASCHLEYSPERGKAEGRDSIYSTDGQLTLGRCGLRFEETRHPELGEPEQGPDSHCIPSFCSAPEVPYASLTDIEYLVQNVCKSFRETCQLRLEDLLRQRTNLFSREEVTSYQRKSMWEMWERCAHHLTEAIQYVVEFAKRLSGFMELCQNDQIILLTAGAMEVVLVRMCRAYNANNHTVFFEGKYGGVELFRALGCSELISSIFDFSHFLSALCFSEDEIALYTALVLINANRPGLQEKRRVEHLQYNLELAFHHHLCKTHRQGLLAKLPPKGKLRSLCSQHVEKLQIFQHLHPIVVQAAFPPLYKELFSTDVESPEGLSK
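Stable Schneider cell line, Gal4 DNA-binding domain fused to ROR gamma, UAS-luciferase. Cmpd 1 hr RT → CuSO4 700 uM final → 20 hr RT → luciferase reagent 10 min → luminescence.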
Rab9 promoter act – Rab9 promoter activation; Huh7 Rab9 promoter-luciferase reporter, luminescence, 24 h; Potency, µM (top dose mostly 9.22 µM), for the others: at the highest dose activation, negative = inhibition, hits mostly activators; 2.8% of 320,000 active; AID 485297; also: % of control where 0% means no effect; nearly all actives have a fitted effect of over 60% in size
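Luciferase signal after 10 min detection reagent at ambient indicates Rab9 promoter upregulation; stably transfected Huh7 cells were treated 24 h with compound in DMSO at 37 °C, 5% CO2.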
FLuc counter – counter-screen for miR-21 project: firefly luciferase inhibitors or activators | P08659 | purified FLuc, Km substrates, luminescence inhibition | 6.9% of 360,000 active | Potency, µM (highest dose often 57.5 µM), inactives show at the top dose activity change, negative = inhibition, actives largely listed as inhibitors;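 also: plate controls were vehicle for no effect and reference inhibitor for full effect; nearly all actives have a fitted effect of over 55% in size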
Target sequence (P08659 whole entry, looked up): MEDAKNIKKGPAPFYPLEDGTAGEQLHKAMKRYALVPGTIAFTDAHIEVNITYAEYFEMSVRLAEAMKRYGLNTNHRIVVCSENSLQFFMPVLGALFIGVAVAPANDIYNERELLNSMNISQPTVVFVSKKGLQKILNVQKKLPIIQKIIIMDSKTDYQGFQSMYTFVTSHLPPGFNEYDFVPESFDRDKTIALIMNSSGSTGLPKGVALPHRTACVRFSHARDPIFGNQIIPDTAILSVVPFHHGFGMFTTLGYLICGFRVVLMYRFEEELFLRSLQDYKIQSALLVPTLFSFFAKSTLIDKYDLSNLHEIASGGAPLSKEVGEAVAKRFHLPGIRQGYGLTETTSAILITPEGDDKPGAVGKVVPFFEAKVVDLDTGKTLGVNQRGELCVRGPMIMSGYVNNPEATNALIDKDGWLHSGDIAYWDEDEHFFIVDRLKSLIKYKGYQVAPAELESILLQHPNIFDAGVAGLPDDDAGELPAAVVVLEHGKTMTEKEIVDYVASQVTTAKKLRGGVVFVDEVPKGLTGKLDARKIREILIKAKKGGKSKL
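Purified P. pyralis luciferase (10nM final) with 10uM D-luciferin and 10uM ATP (Km levels) in 50mM Tris acetate pH 7.5, 10mM Mg acetate, 0.01% Tween-20, 0.05% BSA; qHTS 6-point titration, ~60 µM downward; luminescence read.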
uPA surface inh – cell surface uPA generation inhibition | AID 540303 | Potency, µM (doses to about 38.3 µM), for inactives: top-dose activity change, negative = inhibition, actives largely listed as inhibitors | 0.31% of 330,000 active | cell surface uPA generation assay, qHTS; active = well fitted inhibition curve with a large enough effect; inconclusive = small, poorly fitted or top-dose-only effect; inactive = no such curve, though single readings can be large or run the other way; tested in mouse RAW 264.7 cells; also: % is scaled to controls: 0 for no effect and ±100 for the full control effect; nearly all actives have a fitted effect of over 55% in size
NPC1 prom act – activates the NPC1 promoter. Huh7 NPC1 promoter luciferase reporter, 24 h. Potency, µM (series often up to 9.22 µM), for the others: at the highest dose activation, hits mostly activators. 2.4% of 320,000 active;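 also: % of control where 0% means no effect; nearly all actives have a fitted effect of over 60% in size; reporter is driven by a mutant NPC1 promoter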
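Stable NPC1-promoter luciferase Huh7 line; cpd (DMSO) 24 h, 37 °C, 5% CO2; Amplite luciferase reagent 10 min RT; luminescence readout. qHTS format.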
MBNL1 CUG block – inhibitors of human MBNL1 binding to CUG repeat RNA. TR-FRET MBNL1-His/biotin-(CUG)12 binding, 665/545 ratio. Potency, µM (highest dose often 57.5 µM), for the others: at the top dose activity change, negative = inhibition, usual class: inhibitors. 0.036% of 280,000 active; active = well fitted inhibition curve with a large enough effect in the signal ratio, with a control signal flat, not every such curve was filed as active; inconclusive = small, poorly fitted or top-dose-only effect, or effect the other way, or a change in a side signal; inactive = no such curve, though single readings can be large or run the other way; the % refers to the signal ratio; also: % is scaled to controls: 0 for no effect and ±100 for the full control effect
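Compounds (final 92 nM to 58 uM) are added to His-tagged MBNL1 and biotin-(CUG)12, then terbium anti-His antibody and streptavidin-XL665 (5 nM final). After 60 min at room temperature, the 665/545 nm ratio is read.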
p53 reactivator – re-activators of mutant p53; H1299 p53-A138V BP100-luciferase reporter, luminescence, 24 h; Potency, µM (titrated, usually from 92.2 µM), for inactives: top-dose activity change, positive = activation, actives largely listed as activators; 0.063% of 320,000 active; also: % of control where 0% means no effect; nearly all actives have a fitted effect of over 45% in size
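H1299 (p53-null), stable ts p53-A138V + BP100-Luc; 1000 cells/well, Opti-MEM/10% FBS; cpd 4 pt, 1:5; 24 h, 37 deg C, 5% CO2; detection reagent 10 min RT; luminescence.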
ELG1 genotox – genotoxicity induction in ELG1-luciferase HEK293T cells; HEK293T ELG1-luciferase reporter, luminescence, 16 h; AID 504466; 1.3% of 330,000 active; Potency, µM (highest dose often 46 µM), for inactives: at the highest dose activity change, positive = activation, most hits filed as activators; also: % of control where 0% means no effect; nearly all actives have a fitted effect of over 60% in size
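Screening used a luciferase reporter fused to human ELG1 in HEK293T cells. Luminescence was read on a CCD plate imager after 16 hr exposure and 30 min ONE-Glo incubation.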
The depositor's hits bear a star; u = inconclusive; x = no result given; & = joins results of further samples; [ ] = remark or other dose. Unless noted, calls follow the shape of the dose curve; as a rule, active = well fitted curve in the direction sought with a large enough effect; inconclusive = small, poorly fitted or top-dose-only effect, or another doubt; inactive = no such curve, though single readings can be large; an effect the other way counts as inactive or inconclusive. Potency is read from the fitted curve at half-maximal effect.

mol | VP16 counter | BRCA1 expr up | RORg inh | Rab9 promoter act | FLuc counter | uPA surface inh | NPC1 prom act | MBNL1 CUG block | p53 reactivator | ELG1 genotox
CC(=O)C(Sc1ccc2nnc(-c3cccnc3)n2n1)C(C)=O | -7% | 8% | -22% | -3% | -6% | 13% | -3% | 4% | 1% | -5%
O=C(O)c1ccccc1C(=O)Nc1c(-c2ccccc2)nc2ccccn12 | -7% | 32% | -7% | 20% | -18% | -5% | 11% | 0% | u | 14%
O=C(COc1ccc(Br)cc1)NC(=S)Nc1ccccc1N1CCOCC1 | x | -31% | x | -2% | 4% | -6% | -2% | 4% | x | -12%
O=C(Cn1cnc2scc(-c3ccc(Br)cc3)c2c1=O)N1CCOCC1 | -4% | 14% | 22% | -2% | 3% | -9% | 0% | 1% | -2% | -1%
C=CCN(C(=O)c1csnn1)C(C(=O)NC1CCCC1)c1ccccc1 (stereo not drawn) | -2% | -23% | 1% | 0% | 2% | 3% | -2% | -2% | -1% | -6%
O=C(c1scc2c1CCCC2)N1CCCCC1 | 18% | 0% | u | -4% | 1% | 1% | 0% | -12% | 2% | 2%
O=C(Nc1cccc2c1CCCC2)c1cccc(F)c1 | 8% | -3% | -1% | -5% | 1% | 4% | -4% | -2% | -3% | -2%
CSCCC(NC(=O)c1cccc(C)c1)C(=O)OCC(=O)Nc1c(C)nn(-c2ccccc2)c1C (stereo not drawn) | x | 5% | x | 5% | -5% | 0% | 3% | x | 2% | -8%

Given with two lines to a compound: part of the list above
Below each compound: VP16 counter	BRCA1 expr up	RORg inh	Rab9 promoter act	FLuc counter	uPA surface inh	NPC1 prom act	MBNL1 CUG block	p53 reactivator	ELG1 genotox
O=C(Cn1cnc2scc(-c3ccc(Br)cc3)c2c1=O)N1CCOCC1
  -4%	14%	22%	-2%	3%	-9%	0%	1%	-2%	-1%
O=C(Nc1cccc2c1CCCC2)c1cccc(F)c1
  8%	-3%	-1%	-5%	1%	4%	-4%	-2%	-3%	-2%
O=C(COc1ccc(Br)cc1)NC(=S)Nc1ccccc1N1CCOCC1
  x	-31%	x	-2%	4%	-6%	-2%	4%	x	-12%

New compounds follow:
mol | VP16 counter | BRCA1 expr up | RORg inh | Rab9 promoter act | FLuc counter | uPA surface inh | NPC1 prom act | MBNL1 CUG block | p53 reactivator | ELG1 genotox
CCOC(=O)c1ccc(NC(=O)CNNC(=O)COc2ccccc2C)cc1 | x | -6% | x | x | x | 3% | x | x | -2% | 0%
C=CCn1c2ccccc2c(=O)c2cc(C#CC[C@@H](C)O)ccc21 | x | 3.5µM* | x | u | 2.1µM* | 4µM* | 3.2µM* | x | u | u
CCCC(NC(=S)NCC1CCCO1)C12CC3CC(CC(C3)C1)C2 (stereo not drawn) | 3.2µM* | -37% | 0.45µM* | -5% | -6% | -11% | -10% | 5% | 1% | -11%
COc1ccc(Nc2cc3n(c(=O)n2)CCc2cc(OC)c(OC)cc2-3)c(C)c1 | -3% | -24% | 8% | -6% | 0% | -11% | 0% | 1% | -7% | u
Cn1c(O)c(N=NC(=N)N)c2ccccc21 | -5% | -7% | -20% | 2% | -4% | 6% | 0% | x | -1% | 0%
CCOc1ccc(C=NC23CN4CN(CN(C4)C2)C3)cc1 | -4% | 0% | 19% | -1% | -1% | 5% | 1% | -4% | 3% | 2%
Nc1ccccc1C(=O)Nc1cccc(C(=O)O)c1 | 6% | -28% | -12% | 2.2µM* | 2.7µM* | -5% | u | 6% | -5% | 3%
CCOC(=O)C1CCN(C(=O)c2cc3ccccc3oc2=O)CC1 | u | 119% | u | u | 6% | 2% | 13% | 1% | 5% | 8%

(further entries)
mol | VP16 counter | BRCA1 expr up | RORg inh | Rab9 promoter act | FLuc counter | uPA surface inh | NPC1 prom act | MBNL1 CUG block | p53 reactivator | ELG1 genotox
CCC(O)(C(=O)Nc1ccccc1C(F)(F)F)c1ccccc1OC (stereo not drawn) | x | -7% | x | -11% | -3% | -15% | -3% | x | 1% | 0%
COc1ccccc1CC(=O)Nc1ccc(F)cc1F | -2% | 6% | 12% | 6% | -3% | 6% | 2% | -3% | 1% | -1%
Clc1ccccc1OCCn1nnc2ccccc21 | 0% | 11µM* | 28% | u | u | 2% | 3.2µM* | -1% | x | u
CN(C)S(=O)(=O)c1ccc(C(=O)Nc2ccc3nc(N4CCOCC4)sc3c2)cc1 | x | -9% | x | x | x | -1% | x | x | -2% | -1%
CCN1C(=O)/C(=C/N(C(C)=O)c2ccccc2)N(c2ccccc2)C1=S | u | -96%[inhibitor] | u | 6% | 8% | 1% | 1% | 0% | -4% | 0%
CCOc1ccc2ccccc2c1CNCCN1CCOCC1 | 1% | -12% | -36% | -5% | 1% | 0% | -4% | 15% | 1% | 0%
O=C(COC(=O)c1ccc([N+](=O)[O-])o1)Nc1cccc(S(=O)(=O)N2CCOCC2)c1 | 7.1µM* | -3% | u | -11% | -3% | -11% | 0% | u | -2% | 1%
CSCCC(NC(=O)c1ccccc1)C(=O)OCC(=O)c1ccc[nH]1 (stereo not drawn) | 10% | -1% | u | 5% | -10% | 4% | 1% | x | 9% | 3%

Next part:
mol | VP16 counter | BRCA1 expr up | RORg inh | Rab9 promoter act | FLuc counter | uPA surface inh | NPC1 prom act | MBNL1 CUG block | p53 reactivator | ELG1 genotox
Cc1ccc(NC(=O)CN2c3cccc4cccc(c34)S2(=O)=O)cc1 | x | -27% | x | x | x | -5% | x | x | -4% | -6%
COc1ccc(CCNS(=O)(=O)c2ccc(S(=O)(=O)N3CCCC3)cc2)cc1OC | -7% | -37% | 11% | 2% | 4% | 3% | 0% | -15% | -9% | -8%
COc1ccc2c(c1)CCN(C(=O)CCl)C2C1C(=O)CCCC1=O (stereo not drawn) | -1% | 1% | -28% | 0% | 1% | -3% | -2% | -5% | -6% | 0%
COc1ccc([N+](=O)[O-])cc1NC(=O)CCC(=O)c1cccs1 | 9% | 1% | 19% | -2% | -1% | 8% | -4% | u | -3% | 0%
O=C(Nc1ccccc1)c1cccc(S(=O)(=O)NCc2ccco2)c1 | -8% | 3% | 41% | 5% | 0% | -3% | 1% | -1% | 5% | -8%
CCC(C(=O)O)n1c2ccccc2c2cn[nH]c(=O)c21 (stereo not drawn) | -4% | -1% | -9% | 0% | -1% | u | -3% | -4% | 0% | 0%
COc1cc2c(cc1OC)C(c1cc3ccc(C)cc3[nH]c1=O)N(C(=O)c1ccco1)CC2 (stereo not drawn) | u | -42% | u | 5% | -2% | -9% | -1% | -4% | -6% | -4%
CCCCNC(=O)C1C2C=CC(C2)C1C(=O)O (stereo not drawn) | -12% | 27% | 3% | 3% | -1% | 8% | 2% | u | -10% | 0%

(continued)
Compound,VP16 counter,BRCA1 expr up,RORg inh,Rab9 promoter act,FLuc counter,uPA surface inh,NPC1 prom act,MBNL1 CUG block,p53 reactivator,ELG1 genotox
COc1ccc(CN(CC2CCCO2)C(=O)CN2C(=O)COc3ccccc32)cc1OC (stereo not drawn),-19%,9%,45%,9%,-10%,-4%,-4%,u,-7%,-10%
CCOc1ccc(-c2c(C(=O)N/N=C/c3ccc(C)cc3)nnn2-c2nonc2N)cc1,-10%,1%,-33%,-6%,2%,u,-3%,-4%,-5%,-2%
Cc1ccc(S(C)(=O)=O)cc1C(=O)OCC(=O)N1CCCC1=O,x,-1%,x,2%,0%,5%,2%,x,6%,-1%
COc1ccc(OC)c(CN2CCC(Cc3ccccc3)CC2)c1,2%,-27%,-6%,-1%,3%,u,2%,-7%,-3%,-6%
Cc1ccc(OC(=O)C(F)(F)F)c2c1NCCC2,-7%,1%,1%,2%,-3%[2.3 µM],-1%,-2%,-8%,-5%,0%
CN(C)Cc1c(C(=O)N/N=C/c2ccc(OCc3ccc(F)cc3)cc2)nnn1-c1nonc1N,-5%,50%,12%,0%,-3%,7%,1%,5%,18%,3%
O=C(CCc1nc2ccccc2c(=O)[nH]1)N1CCN(S(=O)(=O)c2ccc(F)cc2)CC1,x,-11%,x,-5%,9%,6%,-3%,x,-3%,2%
COc1ccc(-c2csc(/C(C#N)=C(\O)CSc3nccn3C)n2)cc1OC,-7%,-25%,u,1%,-8%,-6%,-2%,17%,-5%,4%
CC1CCN(C(=O)Cn2c(=O)oc3cc(S(=O)(=O)N4CCCCC4)ccc32)CC1,2%,9%&-1%,-3%,2%,1%&-1%,-4%,0%,-4%,6%,3%
COc1cccc(NC(=O)CCc2c(C)nc3nc(CNC(=O)c4cccc(F)c4)nn3c2C)c1,-3%,-19%,11%,-3%,-3%&-6%,-7%,2%,-9%,1%,-7%
Cc1cccc2c1CC(C)(C)N=C2C1=C(O)CC(C)(C)CC1=O,1%,6%,-24%,-1%,-5%,-3%,0%,-10%,-7%,4%
CCCCOC(=O)C1=C(C)NC(=O)NC1c1ccc(OC)cc1 (stereo not drawn),0%,-40%,28%,-4%,3%,0%,1%,-2%,-3%,3%
CC(C)(C)c1nc(CN2CCCCC2)cc(CN2CCCCC2)c1O,-15%,-27%,-11%,0%,1%,-1%,24%,-11%,14%,-2%
O=[N+]([O-])/C(C(Cl)=C(Cl)Cl)=C(/Sc1ccccc1)N1CCCCC1,6%,-37%,44%,-3%,1%,-12%,-2%,-4%,u,2%
